Bioassay records (PubChem BioAssay)
eLon inh: inhibits E. coli Lon protease. P0A9M0. purified E. coli Lon protease, fluorescence polarization. inhibition, % at 7.94 µM. 360,000 compounds, 0.42% hits. AID 602123; in the data active means inhibition above about 13%, passing the limit was not always enough;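 further: 0% = enzyme with probe and DMSO and 100% = no enzyme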
MsrA inhibitor: inhibits bovine methionine sulfoxide reductase A. 360,000 compounds, 0.75% hits. purified bovine MsrA, absorbance read-out. inhibition, % at 15.5 µM; in the data active means inhibition above about 4.5%;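 further: 0% = vehicle wells with enzyme and 100% = reference inhibitor wells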
LMPTP block: LMPTP (human) inhibition; recombinant LMPTP-A, OMFP fluorogenic substrate, fluorescence intensity; inhibition, % at 20 µM; 360,000 compounds, 0.22% hits; AID 651560;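 active means compounds that cut the enzyme signal by at least half of the control window in the single-dose screen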;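 further: plate controls were DMSO wells with enzyme plus substrate for no effect and substrate without enzyme for full effect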
Target sequence (P24666 whole entry, looked up): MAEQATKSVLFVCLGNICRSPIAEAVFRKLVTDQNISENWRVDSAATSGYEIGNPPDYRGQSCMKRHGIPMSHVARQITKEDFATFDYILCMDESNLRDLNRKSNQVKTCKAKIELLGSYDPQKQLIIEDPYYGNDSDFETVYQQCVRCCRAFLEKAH
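material = LMPTP-A | quantity = 0.625 nM enzyme | reagent = OMFP substrate, 400 µM final | buffer or medium = Bis-Tris pH 6.0, DTT, detergent | detection = endpoint fluorescence intensity from OMFP dephosphorylation | dosing = single 20 µM dose | read-out basis = % inhibition relative to no-enzyme and uninhibited control wells | control set = no-enzyme and uninhibited controls | timing = 50 min at room temperature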
NRP1-CendR mod: alters CendR peptide binding to human NRP-1; 360,000 compounds, 0.85% hits; FAM-RPARPAR peptide binding to NRP-1, fluorescence polarization; inhibition, % at 25 µM;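 active means inhibition or corrected inhibition above about 18%, plus a signal ratio from 0.5 to 1.5, limit read from the data, passing the limit was not always enough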; further: strong numbers were not always called active
DNMT1 inh: DNMT1 (human) enzyme inhibition; inhibition (reported as % activation of signal), % at 10 µM; 360,000 compounds, 0.83% hits; DNMT1 molecular beacon, Hinp1I cleavage, fluorescence; P26358; in the data active means inhibition above about 50%
Scp1 inh: Scp-1 (human) phosphatase inhibition; AID 493091; 340,000 compounds, 0.88% hits; inhibition, % at 20 µM; Recombinant Scp1, phosphopeptide, malachite green phosphate absorbance;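 active means inhibition above about 50% at 20 µM, limit read from the data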;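 further: plate controls were DMSO wells with enzyme for no effect and wells lacking enzyme for full effect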
Target sequence (Q9GZU7 76-261 limits assumed): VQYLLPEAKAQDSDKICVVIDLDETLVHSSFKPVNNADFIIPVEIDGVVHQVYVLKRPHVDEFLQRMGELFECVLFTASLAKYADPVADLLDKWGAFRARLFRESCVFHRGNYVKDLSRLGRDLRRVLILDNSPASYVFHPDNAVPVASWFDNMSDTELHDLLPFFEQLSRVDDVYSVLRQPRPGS
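Assay system: SCP-1 catalytic fragment, aa 76-261 | Buffer or medium: Tris acetate buffer pH 5.5 with MgCl2 and Tween-20 | Compound: One concentration, 20 µM, with 1.0% DMSO | Also added: Phospho 17-mer peptide substrate | Signal: Absorbance at 630 nm | Incubation: 45 min enzyme reaction at room temperature | Measure: % inhibition of SCP-1 phosphate liberation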
Tb MetRS inh: blocks T. brucei methionyl-tRNA synthetase activity. purified T. brucei MetRS, ATP depletion, Kinase-Glo luminescence. inhibition, % at 11.9 µM. 360,000 compounds, 0.4% hits;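 active means inhibition above a per-plate cutoff of the control wells' mean inhibition plus 3 SD, cut at about 5.5% in these data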;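 further: 0% = DMSO wells median and 100% = median of wells with control inhibitor compound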
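Test system: purified T. brucei MetRS enzyme. Also added: ATP, methionine and E. coli bulk tRNA substrates. Compound: 11.9 µM single point. Schedule: 15 min enzyme-compound preincubation, 2 h reaction, 10 min detection, 25 °C. Signal: luciferase luminescence of residual ATP, Kinase-Glo. Evaluation: percent inhibition versus plate control medians. Controls: DMSO wells, low control.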
SUMO1-SIM PPI: modulators of human SUMO1-mediated protein-protein interactions. SUMO1 binding to a labelled peptide, TR-FRET, 1 h. inhibition, % at 20 µM. P63165. AID 602429. 360,000 compounds, 0.33% hits; in the data active means inhibition above about 37%
Target sequence (P63165 whole entry, looked up): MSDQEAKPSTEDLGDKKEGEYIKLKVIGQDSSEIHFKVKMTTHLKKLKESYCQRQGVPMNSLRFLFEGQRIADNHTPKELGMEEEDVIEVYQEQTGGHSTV
bovine MsrA act: activates bovine MsrA enzyme. 360,000 compounds, 0.3% hits. purified bovine MsrA, absorbance read-out. activation, % at 10.6 µM; in the data active means activation above about 7.5%;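 further: 0% = vehicle and 100% = reference activator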
STEP block: blocks human striatal-enriched tyrosine phosphatase; P54829; recombinant STEP, OMFP fluorogenic substrate, fluorescence; inhibition, % at 20 µM; 360,000 compounds, 0.25% hits; AID 588621;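 active means inhibition at 20 µM, scaled per plate between control wells, above about 37%, limit read from the data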;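 further: 0% = DMSO with enzyme and substrate and 100% = substrate only without enzyme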
Target sequence (P54829 whole entry, looked up): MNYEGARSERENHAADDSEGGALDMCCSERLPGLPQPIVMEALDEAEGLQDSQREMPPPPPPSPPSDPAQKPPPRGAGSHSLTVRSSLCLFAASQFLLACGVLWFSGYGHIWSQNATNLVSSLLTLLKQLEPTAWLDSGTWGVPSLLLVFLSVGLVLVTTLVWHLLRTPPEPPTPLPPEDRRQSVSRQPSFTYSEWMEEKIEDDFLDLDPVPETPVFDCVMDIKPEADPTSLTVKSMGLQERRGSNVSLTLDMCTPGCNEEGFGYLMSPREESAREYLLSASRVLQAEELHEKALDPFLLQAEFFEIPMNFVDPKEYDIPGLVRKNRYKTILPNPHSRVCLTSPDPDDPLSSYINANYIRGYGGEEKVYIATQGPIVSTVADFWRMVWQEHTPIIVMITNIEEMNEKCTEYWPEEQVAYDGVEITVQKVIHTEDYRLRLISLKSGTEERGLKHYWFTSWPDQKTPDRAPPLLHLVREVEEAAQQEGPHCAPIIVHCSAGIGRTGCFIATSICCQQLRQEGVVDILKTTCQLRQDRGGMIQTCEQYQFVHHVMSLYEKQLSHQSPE
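Also added – OMFP at 25 µM · Test system – STEP tyrosine phosphatase · Technique – FITC-channel fluorescence of OMFP product · Schedule – 20 min at room temperature, dark · Evaluation – control-normalized % inhibition with plate pattern correction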
* = called active by the depositor; . = not tested or not shown; & = joins results of further samples; ! = not confirmed by another sample.

SMILES	eLon inh	MsrA inhibitor	LMPTP block	NRP1-CendR mod	DNMT1 inh	Scp1 inh	Tb MetRS inh	SUMO1-SIM PPI	bovine MsrA act	STEP block
COc1ccccc1N1CCN(Cc2nnnn2CCc2ccccc2)CC1	-8.2	-0.4	-1.4	18.7	5.5	-7.6	-0.9	-0.1	1.5	0.7
O=c1[nH][nH]c(=O)c2cc([N+](=O)[O-])ccc12	2.1&4.2	0.8&0.0	0.0&0.0	-0.5&-13.7	-2.1&-0.1	50.2*!	0.7&-0.9	-30.2&-9.8	-1.5&-8.8	-3.9&2.9
Cc1cc(=O)oc2c(O)c(O)ccc12	9.6	1.0	-0.2	-28.4	7.7	-9.0	-0.8	2.1	-2.5	-0.4
CC(C)CC1OC(C(C)C)Cc2[nH]c(=S)[nH]c(=O)c21 (stereo not drawn)	-7.5	1.3	-3.4	0.0	.	.	-0.5	8.7	-0.4	.
Cc1oc2c(CN(C)C)c(O)ccc2c(=O)c1-c1ccc2ccccc2n1	-9.2	3.7	-2.3	5.4	2.4	-2.5	-0.3	-2.3	-3.0	-1.9
OCCN1CCN(Cc2cccc(Oc3ccc(Cl)cc3)c2)CC1	-9.2	3.0	-1.9	8.7	-1.3	5.7	-0.4	3.0	-1.7	-1.1
Cc1ccc(N2C(=O)NC3(CCCCC3)C2=O)cc1	-7.7	1.0	0.3	5.0	-1.6	-2.2	0.2	1.2	0.1	-2.8
COc1ccc(C(CNC(=O)CNC(=O)c2ccc(F)cc2)N2CCCC2)cc1 (stereo not drawn)	1.7	-0.5	-0.5	-7.8	1.7	-7.3	-0.1	-0.4	-0.6	2.9
COc1ccc(/C=N/N=C2/NC(=O)C(CC(=O)O)S2)cc1OCc1ccc(Cl)cc1 (stereo not drawn)	6.7	7.3*	-0.3	-14.4	0.1	-8.7	0.1	11.4	-10.4	1.5
COC(=O)C[C@H]1C=C[C@@H](NC(=O)Cc2cccnc2)[C@@H](CO)O1	.	1.6	-0.3	-1.7	.	.	0.5	-0.3	.	.
CS(=O)(=O)NCCOc1ccc(S(=O)(=O)N2CCCc3ccccc32)cc1	7.2	-0.7	-0.2	-6.0	1.8	-2.5	-0.1	6.0	-0.1	0.5
C[C@H]1CN([C@@H](C)CO)C(=O)Cc2cc(NS(=O)(=O)c3cn(C)cn3)ccc2O[C@@H]1CN(C)C(=O)Nc1ccc(F)cc1	-5.9	0.9	-1.6	-7.8	5.0	73.2*	-0.4	2.0	-2.1	8.4
Cc1cc(OC(F)F)ccc1NC(=S)NCCc1ccccc1	-4.8	0.1	1.7	13.2	1.8	-4.8	-0.3	2.5	-2.7	-0.8
O=C(Nc1cc(S(=O)(=O)N2CCOCC2)ccc1N1CCOCC1)c1ccccc1F	-2.5	-0.1	-1.3	5.5	-1.4	-15.0	-0.1	-4.2	-2.8	-2.0
Cc1ccc(-n2c(C)nnc2SCC(=O)Nc2ccccc2)cc1	5.0	-1.7	-2.1	19.6*	-2.1	-4.8	-0.6	-1.8	-3.3	-1.1

Printed as active in MsrA inhibitor, among the entries above:
compound,eLon inh,MsrA inhibitor,LMPTP block,NRP1-CendR mod,DNMT1 inh,Scp1 inh,Tb MetRS inh,SUMO1-SIM PPI,bovine MsrA act
COc1ccc(/C=N/N=C2/NC(=O)C(CC(=O)O)S2)cc1OCc1ccc(Cl)cc1 (stereo not drawn),6.7,7.3*,-0.3,-14.4,0.1,-8.7,0.1,11.4,-10.4

Returning to the listing with the 3 entries that preceded the break.
SMILES	eLon inh	MsrA inhibitor	LMPTP block	NRP1-CendR mod	DNMT1 inh	Scp1 inh	Tb MetRS inh	SUMO1-SIM PPI	bovine MsrA act	STEP block
Cc1cc(OC(F)F)ccc1NC(=S)NCCc1ccccc1	-4.8	0.1	1.7	13.2	1.8	-4.8	-0.3	2.5	-2.7	-0.8
O=C(Nc1cc(S(=O)(=O)N2CCOCC2)ccc1N1CCOCC1)c1ccccc1F	-2.5	-0.1	-1.3	5.5	-1.4	-15.0	-0.1	-4.2	-2.8	-2.0
Cc1ccc(-n2c(C)nnc2SCC(=O)Nc2ccccc2)cc1	5.0	-1.7	-2.1	19.6*	-2.1	-4.8	-0.6	-1.8	-3.3	-1.1
CC(C(=O)Nc1ccc(F)c(F)c1F)N(C)Cc1cccs1 (stereo not drawn)	1.4	-1.6	-0.8	6.5	2.1	2.5	0.0	1.2	-1.9	-1.1
COc1ccccc1N1CCN(S(=O)(=O)c2cccs2)CC1	-4.3	0.7	-1.7	2.5	-1.9	0.0	-0.4	-1.4	-8.8	-0.8
COc1ccc(Cl)cc1C(=O)NNC(=O)COC(=O)c1ccc(Br)o1	-4.5	-0.6	0.5	7.6	2.5	10.6	-0.2	0.8	-1.2	2.4
COc1cccc(C(C(=O)NC2CCCC2)N(Cc2ccco2)C(=O)c2ccco2)c1OC (stereo not drawn)	6.8	-0.1	0.0	8.0	-0.6	-2.2	-1.0	-3.9	2.2	-1.2
COc1cc(C2C3=C(COC3=O)Oc3cc4c(cc32)OCO4)cc(OC)c1O (stereo not drawn)	-0.6	0.5	-1.3	-0.3	-2.3	-7.6	-0.3	11.6	-4.3	0.1
CCO[C@@H]1OC(C(N)=O)=C[C@H](c2cn(C(C)=O)c3ccccc23)[C@H]1CCCO	-2.4	-0.3	-0.9	5.6	3.7	-0.5	-0.2	3.9	-3.9	-0.9
CN1c2cccc3cccc(c23)N(C)C1(C)C	10.2	1.6	1.9	-5.4	-24.4	2.8	-0.1	-12.2	1.2	1.0
Cc1ccc(-c2[nH]nc3c2C(c2ccsc2)C(C#N)=C(N)O3)cc1 (stereo not drawn)	3.0	0.5	0.5	-1.1	-21.1	-11.2	0.5	-3.0	-2.8	-2.9
Cc1ccc(Cl)cc1NC(=O)CC1NCCNC1=O (stereo not drawn)	5.8	0.6	-0.6	-5.5	-0.4	2.0	-1.2	-2.7	-5.5	-0.7
O=C(CN1C(=O)c2ccccc2C1=O)Nc1ccccc1N1CCOCC1	-2.5	0.3	-0.2	2.0	1.1	4.5	2.8	-4.7	-1.0	-0.2
CC(C)(C)C(=O)NNC(=O)c1cnccn1	-10.1	-1.3	-3.0	1.6	2.0	-4.1	-0.3	-5.2	6.4	2.4
Nc1nonc1-c1noc(CCCOc2ccc(Cl)cc2Cl)n1	-3.5	-0.7	1.6	7.0	-1.2	-9.4	2.1	-1.1	-0.3	-1.3
Cc1ccc(C)c(-c2csc(NC(=O)c3c(C)noc3C)n2)c1	6.5	1.2	0.5	3.2	2.8	3.2	-0.7	0.4	-7.5	-0.7
COc1ccc([C@@H]2[C@@H]3C(=O)N(C(C)(C)C)C(=O)[C@@H]3[C@]3(C)C(=O)N(c4cccc(C)c4)C(=O)N23)cc1	4.2	0.3	-1.5	0.9	-0.2	-6.5	-0.5	1.3	-3.0	-4.3
Cc1cc(N)n(-c2ccccc2)n1	1.7	-1.1	-1.6	-1.7	-1.4	-3.6	-0.5	-2.0	-10.7	5.1
FC(F)(F)c1cccc(-c2cncc(N3CCN(CCN4CCCC4)CC3)n2)c1	-1.7	0.9	-6.0	-6.2	3.2	.	-0.2	-1.6	-0.7	-0.7
COC(CNC(=O)C1CCCN1C(=O)OCc1ccccc1)OC (stereo not drawn)	-4.3	0.1	-1.1	-0.8	3.7	-6.7	-1.0	0.2	-6.6	-1.3
CC(C)CC(C(=O)NCc1ccccn1)N1C(=O)c2ccccc2C1=O (stereo not drawn)	-12.8	-1.1	-1.4	-1.0	0.9	-0.6	-0.7	-1.7	-2.5	-3.6
COc1cc(OC)c(C2CC(=O)N3CN(c4ccccc4)CSC3=C2C#N)cc1OC (stereo not drawn)	2.5	2.4	10.9	-11.8	-9.6	2.9	-0.4	5.7	-2.7	-0.4
COc1ccccc1-c1nc(SCc2ccccn2)n[nH]1	8.1	1.2	0.3	1.7	0.7	1.0	-0.5	-0.1	-2.2	0.6
O=C(CNS(=O)(=O)c1cccs1)NCc1ccc(F)cc1	0.8	-0.2	-1.1	0.8	-0.7	-1.4	-0.9	1.4	-5.9	0.2
CCN(C(=O)c1cc2c(=O)n3ccccc3nc2n1C)C1CCCCC1	2.6	2.7	-1.0	5.2	1.3	9.9	-0.1	-15.9	-4.5	-0.2
Cc1noc(C)c1COc1ccc(C(=O)NCCc2ccc(F)cc2)cc1	-3.9	-0.4	-0.7	12.7	-12.9	-8.6	0.1	-2.7	-3.6	1.3
CC1=C(C(=O)OC(C)C)C(c2ccccc2)NC(=S)N1C (stereo not drawn)	-1.3	0.1	-0.8	9.5	-3.2	-7.6	-0.3	-4.9	-4.7	2.9
CC(/C=C/c1ccco1)=N\NC(=O)COc1ccc(C)c(C)c1	1.6	0.7	0.0	-9.2	-1.9	2.2	0.4	-8.6	0.0	-4.4
Cc1cc(S(=O)(=O)Nc2ccc(C(=O)N3CCN(C(=O)c4ccco4)CC3)cc2)ccc1F	0.5	-0.9	-1.5	10.1	-0.3	-2.2	-0.3	1.9	-4.7	-0.6
COc1ccccc1Oc1nc(-c2ccccc2)cc(C)c1S(C)(=O)=O	1.5	-0.1	2.8	-12.0	-9.7	-15.9	-1.1	-0.8	-2.5	3.2
Cc1ccc(C(=O)N/C(=C\c2ccc(-c3ccc(Cl)cc3)o2)C(=O)NCCCN(C)C)cc1	-2.4	2.1	0.9	-2.5	5.2	-6.4	-1.8	-13.1	-13.2	0.8
O=C(NN1CCCCC1)c1cccc2ccccc12	-1.6	-0.5	-1.2	5.3	1.2	-3.9	-0.2	0.5	-3.9	-4.1
CCCn1c(=N)n(CC(=O)C(C)(C)C)c2ccccc21	-7.3	-0.5	-0.1	1.7	1.6	-9.3	-1.4	-0.7	-2.7	-1.3
CCC(=O)NC(NC(=S)Nc1ccc(S(N)(=O)=O)cc1)C(Cl)(Cl)Cl (stereo not drawn)	-4.5	-0.7	-1.6	-17.4	1.8	-4.4	1.9	1.2	-3.8	0.5
O=C1CCCC2=C1C(c1ccc(Cl)cc1)n1c(s/c(=C\c3ccc4ccncc4c3)c1=O)=N2 (stereo not drawn)	-7.9	0.6	1.1	-29.9	-1.5	12.2	-0.9	-12.5	-4.7	-1.6

An excerpt from above with just SUMO1-SIM PPI and Tb MetRS inh.
Compound | SUMO1-SIM PPI | Tb MetRS inh
Cc1ccc(C(=O)N/C(=C\c2ccc(-c3ccc(Cl)cc3)o2)C(=O)NCCCN(C)C)cc1 | -13.1 | -1.8
O=C(NN1CCCCC1)c1cccc2ccccc12 | 0.5 | -0.2
